ERK EGF block = inhibitors of EGF-stimulated ERK signaling pathway. Potency, µM (doses to about 11.5 µM), for inactives: at the top dose activity change, negative = inhibition, usual class: inhibitors. 0.41% of 130,000 active. HEK293-V1b, EGF-stimulated phospho-ERK AlphaScreen; active = well fitted inhibition curve with a large enough effect; inconclusive = small, poorly fitted or top-dose-only effect, or effect the other way;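 also: plate controls were stimulated vehicle wells for no effect and unstimulated vehicle basal for full effect; nearly all actives have a fitted effect of over 55% in size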
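Compounds are titrated over HEK293-V1b cells kept overnight in 1% FBS. After 30 min at 37C, EGF (25 nM final) triggers ERK phosphorylation for 5 min, measured by AlphaScreen in lysates.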
Active calls of the source: *; u = inconclusive; [ ] = remark or other dose. Potency is read from the fitted curve at half-maximal effect.

smiles,ERK EGF block
COc1ccc(COc2cc(-c3cccc(OC)c3)nc3ccc(NC(=O)c4ccc(N(C)C)cc4)cc23)cc1,-5%
COc1ccc(S(=O)(=O)c2cnc3ccccc3n2)cc1,-18%
Cc1ccc(C)c(NC(=O)COC(=O)CNC(=O)c2ccccc2Cl)c1,-2%
Cn1nnnc1SCCNCc1ccccc1OCc1ccc(Cl)cc1,20%
Oc1ccc(Cl)cc1C=Nc1ccc(Br)cc1,-2%[57.5 µM]
O=C(CCN1CCN(c2ccccc2)CC1)N/N=C/c1ccccc1O,-32%
COC(=O)[C@@]1(Cc2ccc(OC)cc2)[C@H]2c3cc(C(=O)N(C)C)n(Cc4nc5ccccc5[nH]4)c3C[C@H]2CN1C(=O)c1ccccc1,-5%
COc1ccc(C(=O)NCC(c2cccnc2)N2CCN(c3ccccc3)CC2)cc1OC (configuration not stated),-2%
O=C(O)CNC(=O)c1cccc(C(F)(F)F)c1,3%
Cc1cc(NC(=O)c2cc([N+](=O)[O-])cc([N+](=O)[O-])c2)n(-c2ccccc2)n1,-13%
CC(C)N1CCC(N2CCN(C/C=C/c3ccccc3)CC2CCO)CC1 (configuration not stated),-8%
CCOC(=O)N1CCN(C(=O)c2ccccc2N(Cc2ccccc2)S(=O)(=O)c2ccc(OC)cc2)CC1,-6%

Next section:
smiles,ERK EGF block
CCCC1Cc2[nH]c(=O)c(C#N)cc2CO1 (configuration not stated),-3%[57.5 µM]
O=C(NNC(=O)c1ccc(Cl)cc1Cl)c1cnccn1,6%[57.5 µM]
COC(=O)c1ccc(N=NN2CCCCC2)cc1,4%
COC(=O)C(NC(C)=O)(Nc1ccc(C)cn1)C(F)(F)F (configuration not stated),19%[57.5 µM]
CCOc1ccc(NC(=S)N(CCc2ccncc2)C(C)C)cc1,33%[57.5 µM]
CCOC(=O)Cc1ccc(NC(=O)c2cccc([N+](=O)[O-])c2)cc1,2%
NCCCC[C@H](NC(=O)C1CCNCC1)c1nnc(CN)o1,-3%[57.5 µM]
COC(=O)C(=C/C=C/c1ccco1)C(=O)OC,8%[57.5 µM]
O=C(/C=C/c1cccs1)N1CCN(c2ccccc2)CC1,-4%
CC1=C(C(=O)OC(C)C)C(c2ccsc2)NC(=O)N1C (configuration not stated),-13%
C/C(=N\OCC(=O)Nc1ccc(OC(F)(F)F)cc1)c1ccc2c(c1)OCCO2,7%
C(=N/Nc1nc(-c2ccccc2)cc(-c2ccccc2)n1)/c1cccnc1,-1%

Going on with the list.
smiles,ERK EGF block
CCCCCCNC(=O)c1ncn[nH]1,-6%[57.5 µM]
Cc1nc(Oc2ccccc2)c2ccsc2n1,-1%
CCOC(=O)C(C)Sc1ncnc2nc[nH]c12 (configuration not stated),9%
Cc1cc(C)nc(NC(=O)Cc2ccc([N+](=O)[O-])cc2)c1,5%
Cc1ccc(NC(=O)COc2ccc(-c3nnco3)cc2)cc1S(=O)(=O)N1CCOCC1,3%
CC(Sc1nc2scc(-c3ccccc3)c2c(=O)[nH]1)C(=O)NC(N)=O (configuration not stated),2%[57.5 µM]
CC/C(O)=C1\C(=O)CC(C)(C)CC1=Nc1ccccc1C,2%
COC(=O)c1ccc(NC(=S)NCc2ccco2)cc1,4%
Nc1ncc(Br)cc1N=Cc1ccccc1,17%
COc1ccc(/C=C/C(=O)NC(=S)NNC(=O)c2c(-c3ccccc3)noc2C)cc1,3%
C=CCn1c(SCC(=O)NCc2ccc3c(c2)OCO3)nnc1-c1cccnc1,u
CC1(C)CC(=O)c2cnc3nc4ccccc4n3c2C1,7%

(more compounds)
smiles,ERK EGF block
Cn1c(SC/C=C/c2ccccc2)nnc1-c1cccs1,7%
CC(C)Nc1nc(NC(C)C)nc(OCCOC(=O)c2ccccc2)n1,4%
Cc1ccccc1S(=O)(=O)Nc1ncc(C(F)(F)F)cc1Cl,0%
O=C(CC12CC3CC(CC(Br)(C3)C1)C2)OCCN1CCCCC1,2%
CCOC(=O)C(NC(C)=O)(OCc1ccccc1)C(F)(F)F (configuration not stated),-10%
COCCCNS(=O)(=O)c1ccc2[nH]c(=O)[nH]c2c1,6%[57.5 µM]
C=C1C(C(=O)Nc2ccc(F)cc2)C1C(=O)Nc1ccc(F)cc1 (configuration not stated),-5%
COc1ccccc1CNC(=O)CCSCc1cccc(Cl)c1,5%
Cc1ccc(NC(=O)c2cccc(S(C)(=O)=O)c2)cc1,-4%
C/C=C\C=C\C(=O)N1CC2(CC(c3cccc(NC(=O)COc4ccc(Cl)cc4)c3)=NO2)C[C@H]1C(N)=O (some centres not stated),14%[57.5 µM]
Cn1nnnc1SCCNCc1ccccc1OCc1ccccc1Cl,4%
COc1ccc(N2CCN(C(=O)CCc3ccc(S(=O)(=O)NC(C)C)cc3)CC2)cc1,0%

New compounds follow.
smiles,ERK EGF block
CC(C)CN1CCC(C(=O)N2CCN(c3ccccc3F)CC2)CC1,2%
N=C1/C(=C\c2ccc(-c3cccc(Cl)c3)o2)C(=O)N=C2SC=C(c3ccccc3)N12,16%
CC(C)=N/N=C1\NC(=O)C(C)S1 (configuration not stated),-10%[57.5 µM]
Cc1cc(NC(=O)C(=O)c2c(C)[nH]c3ccccc23)no1,-2%
COc1cc(NS(=O)(=O)c2ccc(N)cc2)ncn1,1%
Cc1cccc(CSCCNC(=O)CN(c2cc(C)cc(C)c2)S(C)(=O)=O)c1,-6%[57.5 µM]
Cn1c(=O)c2[nH]c(N3CCN(c4cccc(O)c4)CC3)nc2n(C)c1=O,5%[57.5 µM]
CCOC(=O)c1ccc(NC(=O)Cn2nnc(-c3ccccc3F)n2)cc1,3%
CN(Cc1ccco1)C(=O)Cn1c(=O)oc2cc(S(=O)(=O)NCc3ccccc3)ccc21,0%
Nc1ccc(N=Nc2ccccc2)c(N)n1,3%[57.5 µM]
CCOC(=O)NC(=O)/C(N=Nc1cccc(C(F)(F)F)c1)=C(\C)O,-1%
COc1ccc(-c2noc(C3CCCN(C(=O)Nc4ccccc4)C3)n2)cc1 (configuration not stated),-1%

Additional structures follow:
smiles,ERK EGF block
O=C(CSc1ccc(-c2cccc([N+](=O)[O-])c2)nn1)NCc1ccccc1,-6%
Cc1ccc(NC(=O)CC2C(=O)N(Cc3ccccc3)C(=S)N2NC(=O)c2ccccc2)c(C)c1 (configuration not stated),3%
CC(=O)/C=C1/C(=O)Nc2ccccc21,-3%
Cc1cccc(-n2c3nc(=O)[nH]c(=O)c-3cc3c(C)nn(-c4ccccc4)c32)c1,13%
Cc1ccc(-n2nnnc2C(Cl)c2nnnn2-c2ccc(C)cc2)cc1,4%
CC(=O)Nc1ccc(NC(=O)Cc2sc(C)nc2-c2ccc(C)cc2)cc1,6%
CN1CCN(C(=S)Nc2cc([N+](=O)[O-])ccc2Cl)CC1,-6%
COc1ccc(NC(=O)C2=C(C)NC(=O)NC2c2ccccc2[N+](=O)[O-])cc1 (configuration not stated),-2%[57.5 µM]
O=C(c1ccccc1)C1CCN(C(=O)c2cccs2)CC1,5%[57.5 µM]
Cc1ccc2c(c1)nnn2C1CCN(S(=O)(=O)c2ccc3ccccc3c2)CC1,2%
CO/N=C/C(=N\Nc1ccccc1)C(=O)c1ccccc1,2%
COc1cc2c(cc1OC)[C@H](C)N(C(=S)Nc1ccc(F)cc1)CC2,-8%[57.5 µM]

Additional compounds follow:
smiles,ERK EGF block
Cc1ccc(S(=O)(=O)N2CCC[C@H]2C(=O)OCC(=O)c2ccc3c(c2)NC(=O)CO3)cc1,-7%[57.5 µM]
CC(=O)c1ccc(NC(=O)CN2C(=O)/C(=C/C=C/c3ccccc3)SC2=S)cc1,1%
COC(=O)CCCCCCCCC(O)CN(C)C (configuration not stated),13%[57.5 µM]
CCOC(=O)CNC(=O)CSc1nnc(-c2ccc(OC)cc2)n1CC,3%
Cc1ccsc1/C=N\NC(=O)Cn1nnc2ccccc21,2%
Cc1cc(N)n(-c2ccccc2C)n1,32%
Cc1csc2c(N3CCN(C(=O)c4ccc(C(C)(C)C)cc4)CC3)ncnc12,28µM*
CC(=O)c1sc(NC(=O)COc2ccc(C(C)C)c(C)c2)nc1C,-7%
O=C(Nc1cccc([N+](=O)[O-])c1)N1CCN(c2ccccc2)CC1,-4%
COC(=O)Nc1nnc(COc2ccccc2)s1,3%[57.5 µM]
O=C(Oc1cc(Cl)cc(Cl)c1)c1cnc2n(c1=O)CCS2,1%[57.5 µM]
Cc1cc(Cl)ccc1NC(=S)N1CCOCC1,-4%

The list goes on.
smiles,ERK EGF block
CCN(c1ccccc1)S(=O)(=O)c1ccc(OC)c(NC(=O)C2CC(=O)N(Cc3ccccc3)C2)c1 (configuration not stated),6%[57.5 µM]
O=C(NNC(=S)NCc1ccccc1)c1cccc([N+](=O)[O-])c1,0%
O=C(COC(=O)c1ccc([N+](=O)[O-])s1)NCc1ccc(F)cc1,0%
Cc1cc(C=NCCCO)c(C)n1-c1cc(Cl)ccc1Cl,4%
CCOC(=O)CNC(=O)O[C@@H]1C(=O)c2cc(Br)ccc2O[C@H]1c1cccc(OC)c1,5%
CCN(CC)CCCN(Cc1cc2cc3c(cc2[nH]c1=O)OCO3)C(=S)NCc1ccco1,-12%
COC(=O)Cn1c(=NC(=O)c2cc(OC)c(OC)c(OC)c2)sc2cc(OC)ccc21,1%
CC1=CC2=NC(=O)/C(=C\c3cc(C)n(-c4ccccc4)c3C)C(=N)N2O1,7%
O=C(Cc1n[nH]c(=O)c2ccccc12)OCc1c(Cl)cccc1Cl,9%[57.5 µM]
CCCCCCCC/C=C\CCCCCCCC(=O)NCCc1ccc(O)c(O)c1,u
CC(=O)N1c2ccccc2N2C(c3c(C)c(C)cc(C)c3C)=NON12,-9%
CCCCOc1ccc(/C=C/C(=O)OCC(=O)c2c(N)n(C)c(=O)n(C)c2=O)cc1OCC,0%

Additional entries follow:
smiles,ERK EGF block
COc1ccc(S(=O)(=O)NC2CC(C)(C)NC(C)(C)C2)cc1C(C)C,8%[57.5 µM]
Cc1nc(-c2ccc(C#N)cc2)cs1,3%[57.5 µM]
O=C(O)c1cc2ccc3ccccc3c2oc1=O,10%
NC(=O)Cn1c(=O)n(CCC(=O)NCCSCc2ccccc2)c(=O)c2ccccc21,9%
COc1cc(/C(C)=N\NC(=O)CSc2nc3ccccc3n2C)ccc1O,-6%[57.5 µM]
O=C(CCN1C(=O)c2ccccc2C1=O)C1=NN[C@@H]2C(=O)N(c3ccc(F)cc3)C(=O)[C@H]12,7%
Cc1cc(N2C(=O)C3CC=CCC3C2=O)cc(C)c1Br (configuration not stated),0%
Cc1cccn2c(=O)c(/C=N/O)c(NCc3ccccc3)nc12,17%[57.5 µM]
COc1ccc(S(=O)(=O)N(C(=O)c2ccncc2)c2ccc(OC(=O)c3ccncc3)cc2)cc1,-3%
COc1cc(/C=C2\N=C(c3ccccc3)NNC2=O)cc(OC)c1OC,13%[57.5 µM]
C/C(=N/Nc1ncc(C(F)(F)F)cc1Cl)c1ccncc1,13%
N=C(N)c1ccc(N)cc1,6%

Part of the list above, with values ahead of the structure:
ERK EGF block	structure
-3%	COc1ccc(S(=O)(=O)N(C(=O)c2ccncc2)c2ccc(OC(=O)c3ccncc3)cc2)cc1
-6%[57.5 µM]	COc1cc(/C(C)=N\NC(=O)CSc2nc3ccccc3n2C)ccc1O
13%	C/C(=N/Nc1ncc(C(F)(F)F)cc1Cl)c1ccncc1
17%[57.5 µM]	Cc1cccn2c(=O)c(/C=N/O)c(NCc3ccccc3)nc12

Further results follow.
smiles,ERK EGF block
CCC(=O)NNc1ncnc2c1cnn2C,1%
O=S(=O)(c1ccc(NC(=S)NN=C(Cc2ccccc2)Cc2ccccc2)cc1)N1CCOCC1,-5%
CCOC(=O)C1CCN(C(=O)COc2ccc(Br)cc2C)CC1,u
O=C(O)COc1ccc(F)cc1Br,3%[57.5 µM]
CN(CC(=O)NC1CCN(Cc2ccccc2)CC1)S(=O)(=O)c1ccc2c(c1)c(=O)n(C)c(=O)n2C,-2%
c1cc(-c2ccncc2)ccn1,-19%[57.5 µM]
O=Cc1cnc(N2CCN(Cc3ccccc3)CC2)s1,-6%
O=C(COC(=O)c1cccc(C(F)(F)F)c1)NCc1ccc(Cl)cc1,2%
CN1CCN(c2nc(-c3ccccc3)nc(-c3ccc(F)cc3)c2C#N)CC1,-9%
C=C(C)C1CC=C(C)/C(=N/NC(=O)COc2ccccc2Cl)C1 (configuration not stated),1%
O=C1N(Cc2cccnc2)C[C@@H]2C[C@@H](c3cccc(Oc4ccccc4)c3)N3CCC[C@@]123,-4%[57.5 µM]
CN(C)CCCn1c(N)c(C#N)c2nc3ccccc3nc21,-5%[57.5 µM]

Following part.
smiles,ERK EGF block
COc1cc(NC(=O)CSc2nnc3c(n2)[nH]c2ccc(S(=O)(=O)NC(C)C)cc23)cc(OC)c1OC,0%
CCCCCCCCCc1nc2sc3c(c2c(=O)n1NC(=O)c1ccc([N+](=O)[O-])cc1)CC(C)(C)OC3,-14%
COC(=O)[C@H]1O[C@@H](c2cc(OC)c(C)c(OC)c2OCc2ccccc2)[C@H](C)[C@@H]2O[C@]12C,-9%
CCCNC(=O)c1cccc(Br)c1,3%
CC(Oc1ccccc1)c1ccnc2nc(N3CCOCC3)nn12 (configuration not stated),-1%
COCc1ccc(CN2CCCC(CO)(Cc3ccccc3)C2)o1 (configuration not stated),1%
COC(=O)CSc1nnc2cc(C)c3ccccc3n12,-5%[57.5 µM]

2 compounds drawn at random from the list so far:
smiles,ERK EGF block
CCCNC(=O)c1cccc(Br)c1,3%
COCc1ccc(CN2CCCC(CO)(Cc3ccccc3)C2)o1 (configuration not stated),1%

Assay outcomes as filed in PubChem.

This is a subset, so the mix of outcomes need not match the whole.
